Compound activity: PubChem, The Scripps Research Institute Molecular Screening Center
FBW7 act: activators of human E3 ligase FBW7; AlphaScreen FBW7–phospho-cyclin E peptide binding, activator screen; Q969H0; normalized activity (activation), % at 26.1 µM; 0.13% of 650,000 active; in the data active means normalized activity above about 1.9%;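 further: purified mutant Fbw7 with reduced substrate affinity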
Target sequence (Q969H0 whole entry, looked up): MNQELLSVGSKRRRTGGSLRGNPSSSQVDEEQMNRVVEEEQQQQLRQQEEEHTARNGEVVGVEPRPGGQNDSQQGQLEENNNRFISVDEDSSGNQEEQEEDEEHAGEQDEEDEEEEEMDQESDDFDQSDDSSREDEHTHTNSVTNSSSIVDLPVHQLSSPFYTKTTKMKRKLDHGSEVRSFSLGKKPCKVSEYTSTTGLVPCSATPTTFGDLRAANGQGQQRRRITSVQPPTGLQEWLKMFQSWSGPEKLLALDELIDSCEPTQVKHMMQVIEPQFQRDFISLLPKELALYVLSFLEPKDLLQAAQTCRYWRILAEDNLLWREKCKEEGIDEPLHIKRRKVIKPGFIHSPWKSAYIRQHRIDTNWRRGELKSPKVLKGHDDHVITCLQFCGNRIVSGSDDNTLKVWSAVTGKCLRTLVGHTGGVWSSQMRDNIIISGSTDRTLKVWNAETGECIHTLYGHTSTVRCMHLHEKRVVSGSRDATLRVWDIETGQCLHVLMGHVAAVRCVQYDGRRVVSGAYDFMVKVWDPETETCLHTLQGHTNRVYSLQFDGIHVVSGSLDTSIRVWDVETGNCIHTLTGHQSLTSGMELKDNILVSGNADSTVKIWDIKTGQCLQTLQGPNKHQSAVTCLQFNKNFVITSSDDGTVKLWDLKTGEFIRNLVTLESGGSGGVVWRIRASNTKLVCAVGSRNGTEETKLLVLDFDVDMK
MITF inh: inhibitors of human MITF. O75030. AlphaScreen MITF homodimerization, bead proximity signal. inhibition, % at 2.6 µM. 0.91% of 650,000 active. AID 1259374; in the data active means inhibition above about 50%;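 further: 0% = vehicle wells with protein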
TEAD-YAP inh: TEAD-YAP interaction inhibition | HEK-TIYL cells, TEAD-Gal4/YAP UAS-luciferase luminescence | inhibition, % at 9.12 µM | 1.4% of 640,000 active | AID 1259422; in the data active means inhibition above about 32%;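 further: 0% = median of test compound wells and 100% = reference inhibitor wells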
GPR151 ag: activators of human GPR151; Q8TDV0; PathHunter beta-arrestin GPR151 cells, luminescence; activation, % at 11.2 µM; 1% of 650,000 active; in the data active means activation above about 4.9%;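 further: 0% = median of compound wells and 100% = cells with positive control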
Active calls of the source: *. This is a random part of the collection. About 3.5% of those tested had a hit in this group.

SMILES	GPR151 ag	TEAD-YAP inh	FBW7 act	MITF inh
O=C(CCCCCN1C(=O)c2ccccc2C1=O)Nc1cccc([N+](=O)[O-])c1	-0.5	-8	-0.2	-3
Nc1nonc1-c1noc(-c2ccc(COc3ccccc3Br)cc2)n1	2.3	-5	0.0	1
CNS(=O)(=O)c1cccc(C(=O)OCC(=O)c2ccc(Cl)s2)c1	-1.3	10	0.0	8
Cc1ccc(S(=O)(=O)N2CCCCCC2)c([N+](=O)[O-])c1	2.0	4	0.2	4
CCOc1ccc(C(=O)NCCn2cc(SCC(N)=O)c3ccccc32)cc1	-1.2	8	-0.1	4
O=C1NC(=O)N(Cc2ccccc2Cl)C(=O)/C1=C/c1ccc(N2CCOCC2)cc1	-0.4	-11	-0.5	-8
O=C(Cc1c(Cl)cccc1Cl)N1CCC(O)(c2ccccn2)CC1	1.0	0	0.0	-2
O=C1CC(CC(=O)N/N=C/c2ccccc2Cl)=NN1	1.8	-7	-0.2	-1
COCCn1cnc2sc(C(=O)N(C)C3CCCCC3)c(C)c2c1=O	-0.6	-3	0.0	-4
COc1cccc(-c2cc3nc(C4CCNCC4)cc(N)n3n2)c1	-0.3	-51	0.0	1
Nc1nc(SCC(=O)Nc2ccc(S(N)(=O)=O)cc2)n[nH]1	0.9	6	0.0	17
Cc1sc(NC(=O)CSc2ccccc2)c(C(N)=O)c1-c1ccccc1	-2.0	-94	0.6	20
Cc1ccc(/C=C/C(=O)NCc2ccncc2)cc1	-1.3	-12	0.1	17
COc1ccc(Nc2c(C#N)cnc3ccccc23)cc1Cl	-1.1	50*	0.5	-1
Cn1cc(CN2CCC(N3CCC(C(=O)NCCc4ccccc4)CC3)CC2)cn1	1.0	6	-0.3	4
Cc1ccc(NC(=O)CNS(=O)(=O)c2ccccc2)c(C(=O)c2ccccc2)c1	1.1	-3	-0.2	7
CCCCCC(=O)Nc1ccc(C(=O)OCCC)cc1	-1.1	-19	-0.2	-7
Cc1ccc2c(c1)nnn2C1CCN(CC(=O)N2CCc3ccccc32)CC1	-0.3	19	-0.1	11
CCOC(=O)c1c[nH]c2cc(I)ccc2c1=O	2.3	3	-0.2	-14
CC(=O)c1cccc(-c2nc3c(Nc4ccc(Oc5ccccc5)cc4)ncnc3n2C(C)C)c1	-0.8	-9	-0.1	-3
CCCCC12CN(C(=O)c3ccccc3)CC(C)(CN(C(=O)c3ccccc3)C1)C2=O	-0.1	8	0.2	16
CCOc1cccc(C(=O)Nc2cc3nn(-c4ccc(C)cc4)nc3cc2C)c1	1.3	6	0.2	-1
COc1ccc(C2CC(=O)C3=C(C2)NC(C)=C(C(=O)OCCOc2ccccc2)C3c2cc(Br)c(O)c(OC)c2)cc1 (stereo not given)	-0.6	14	0.2	15
Cc1cccc(Cn2c(N3CCN(Cc4ccccc4)CC3)nc3c2c(=O)n(C)c(=O)n3C)c1	-0.1	2	0.1	8
O=[N+]([O-])c1ccc2nc(/C=C/c3ccco3)[nH]c2c1	0.2	-31	0.2	17
COc1ccccc1C(=O)N/C(=C\c1ccc2c(c1)OCO2)C(=O)NCCCC(=O)O	1.0	4	-0.1	1
Cc1nnc(C)c2c(C)n(-c3cccc4cccnc34)c(C)c12	1.1	4	0.0	8
COc1ccc(CC(=O)Nc2nnc(-c3cccc([N+](=O)[O-])c3)s2)cc1	0.9	5	0.1	20
O=C(NCCCn1ccnc1)c1ccc(Cl)cc1[N+](=O)[O-]	0.4	-2	0.3	7
Cc1nc(SCc2ccccc2F)[nH]c(=O)c1CC(=O)NCc1ccccc1Cl	-0.8	-12	-0.2	4
O=C(Nc1cc(=O)[nH]c(=O)[nH]1)c1cccc(Br)c1	-0.2	44*	1.2	13
Cc1nc2ccc(-c3ccnc(Nc4ccc(C(=O)N5CCCC5)cc4)n3)cc2c(=O)n1C	0.6	-10	0.0	-8
O=S(=O)(c1cccs1)N1CCN(c2cc(N3CCOCC3)ncn2)CC1	-0.2	1	-0.3	2
CCN1CCN(C(=O)CN(c2ccccc2C)S(C)(=O)=O)CC1	-0.5	-7	-0.2	-4
Cc1ccc(-c2nc(-c3ccc(Cl)cc3)[nH]c2-c2ccccc2)cc1C	0.7	3	0.3	14
CCCC(C)NC(=O)C1CCN(S(=O)(=O)c2cc(Cl)ccc2Cl)CC1 (stereo not given)	0.4	-2	0.3	-4
Cc1nc(CNc2nncc(-c3ccc4c(c3)OCO4)n2)nc2c1CCCC2	-0.8	1	-0.1	5
Cc1cc2cc(CNC(=O)CC3C(=O)NCCN3CC(C)C)ccc2[nH]1 (stereo not given)	0.2	5	0.7	8
Cn1nnnc1SCC(=O)Nc1ccccc1C(=O)Nc1ccc2c(c1)OCO2	-1.6	-21	-0.2	-3
COc1cccc(-c2nc(SCC(=O)O)c3c(=O)n(C)c(=O)n(C)c3n2)c1	12*	7	0.1	18
Cc1cn2c3c(=O)n(C)c(=O)n(C)c3nc2n1CCNc1ccccc1F	0.9	13	-0.1	-3
O=C(/C=C/c1ccccc1[N+](=O)[O-])NC1CCCC1	-0.4	-15	-0.2	2
Cc1cccc(C)c1OCCOCC(O)CN1CCN(c2ccccn2)CC1 (stereo not given)	-1.5	8	0.3	23
COc1ccc(OCC(=O)N(Cc2nc(-c3cccc(C)c3)no2)C(C)C)cc1	0.8	-5	0.0	19
Cc1nc(CN(C)C(=O)CC2(c3cccc(F)c3)CC(=O)N(CCN(C)C)C2=O)cs1 (stereo not given)	-0.5	0	-0.1	-6
O=C(CSc1nc2cccnc2n1Cc1ccccc1)NCc1ccco1	0.4	7	0.0	11
Cc1ccc(/C(O)=C2\C(=O)C(=O)N(CCCN3CCOCC3)C2c2ccc(C)cc2)cc1 (stereo not given)	2.5	7	0.2	-4
Cc1c(C(=O)NCc2ccc(F)cc2)sc2ncnc(N3CCC(C)CC3)c12	-0.3	7	0.0	2
CC1CCCCC1NC(=O)Cc1ccc(NC2=NC3CS(=O)(=O)CC3S2)cc1 (stereo not given)	-0.7	3	0.0	-7
COC(=O)C1=CN(Cc2cccs2)C=C(C(=O)OC)C1c1ccc(Cl)cc1	-0.7	17	1.5	4
CCOc1ccc(/C=C2/NC(=S)NC2=O)cc1	2.2	-1	0.1	-7
COC(=O)COc1ccc2oc(C)c(C(=O)OC)c2c1	0.0	4	0.6	8
O=C(N/N=C/c1ccccc1OCc1cccc(Br)c1)c1cccnc1	-1.0	-3	-0.2	2
OCCN=c1cc(-c2ccccc2)oc2ccc(Cl)cc12	0.0	-31	0.2	15
CCN(CC)S(=O)(=O)c1ccc(NNC(=S)NC2CCCCC2)c([N+](=O)[O-])c1	1.6	-3	0.1	19
Cc1ccc(CN2C3=C(C(=O)CC(C)(C)C3)C(c3ccc(C)cc3)C3=C2CC(C)(C)CC3=O)cc1	0.6	4	0.2	-11
COc1cc(OC)nc(COc2ccc(C(=O)O)cc2)n1	-0.8	0	0.1	-1
Cc1ccccc1CN1C(=O)C(C)Oc2ccc(F)cc21 (stereo not given)	0.5	-8	-0.2	-3
CCOC(=O)c1[nH]c2ccc(Br)cc2c1-c1ccccc1	-0.2	-3	0.5	12
Cn1c(SCC(=O)Nc2ccc3c(c2)OCCO3)nnc1-c1c[nH]c2ccccc12	0.6	-26	-0.2	-22

Single records (already shown). Order of values: GPR151 ag	TEAD-YAP inh	FBW7 act	MITF inh
Shown for CCOc1ccc(/C=C2/NC(=S)NC2=O)cc1 : 2.2	-1	0.1	-7
Shown for COC(=O)COc1ccc2oc(C)c(C(=O)OC)c2c1 : 0.0	4	0.6	8
Shown for CCOC(=O)c1[nH]c2ccc(Br)cc2c1-c1ccccc1 : -0.2	-3	0.5	12
Shown for CCN(CC)S(=O)(=O)c1ccc(NNC(=S)NC2CCCCC2)c([N+](=O)[O-])c1 : 1.6	-3	0.1	19
Shown for Cc1c(C(=O)NCc2ccc(F)cc2)sc2ncnc(N3CCC(C)CC3)c12 : -0.3	7	0.0	2

Other entries
SMILES	GPR151 ag	TEAD-YAP inh	FBW7 act	MITF inh
COCCn1nnnc1C(c1cc2cc3c(cc2[nH]c1=O)OCO3)N1CCN(C)CC1 (stereo not given)	-0.7	-2	-0.1	-1
CCOc1ncccc1C(=O)OCC(=O)Nc1c(F)cccc1F	-0.4	10	0.1	10
CNC(=O)c1ccc(OCc2nc(C)cs2)cc1	-4.2	-40	0.0	8
NC(=O)C1CCN(Cc2c(O)ccc3cc(Br)ccc23)CC1	-0.4	4	0.7	6
Cc1cc(OCC(=O)Nc2cccc(F)c2)ccc1Br	-0.6	-50	0.3	10
CC1CCN(S(=O)(=O)c2ccc3c(c2)c(=O)c(C(=O)N2CCCCC2)cn3C)CC1	1.0	0	-0.2	-2
CCCOc1ccc(C(=O)N2CCCCC2)cc1OC	-0.8	-5	0.1	-2
C/C(=N\Nc1ccc(F)cc1F)c1ccc(O)cc1	-1.3	1	0.5	18
COc1nc(C)c([N+](=O)[O-])c(N(C)c2ccccc2)n1	2.4	4	0.0	10
Cc1ccccc1CC(=O)Nc1cnc2cnc(-c3cccc(NS(C)(=O)=O)c3)cn12	-0.3	-6	0.0	13
Cc1cc(C)c2c(c1)c(C)cc1nnc(SCC(=O)O)n12	0.9	2	0.0	5
COc1ccc([C@@H](C)NC2CCN(c3nc(C)c4ccc(OC)cc4n3)CC2)cc1	-0.6	0	0.2	-2
CCOC(=O)c1sc2nc(SCc3cc(C(C)=O)ccc3OC)n(Cc3ccc(F)cc3)c(=O)c2c1C	-1.1	-14	0.4	16
COc1cc(C(=O)N2CCOCC2)cc(Br)c1OC	0.2	8	0.1	4
COc1ccc(C)cc1NC(=O)c1cc2sccc2n1C	1.7	5	0.4	7
CCN(CC)C(=O)CSc1nnc2n(CC)c(=O)c3ccccc3n12	0.1	3	1.2	12
CCOc1cccc(/C=N/NC(=O)c2n[nH]c3c2CCC3)c1O	-1.9	29	0.0	41
O=C(CN1C(=O)C2C3C=CC(C4CC34)C2C1=O)NCCc1c[nH]c2ccccc12 (stereo not given)	0.4	7	-0.2	1
Cc1[nH]nc2c1C(c1cccs1)C(C#N)=C(N)O2 (stereo not given)	1.7	6	1.0	4
O=C(O)CCNC(=O)CCN1C(=O)c2ccccc2C1=O	0.3	-17	0.5	6
OC1CCN(Cc2ccc3c(c2)CN(Cc2nc4ccccc4s2)CCO3)CC1	-0.9	3	0.5	-11
COc1ccc(C2(C#N)CCC(=O)CC2)cc1OC	0.1	-22	0.8	14
CCCc1nc(N)c(C#N)c(-c2ccc(OC)cc2)c1CC	-0.3	11	0.0	2
CC1=C(C(=O)OC(C)C)C(c2coc3ccccc3c2=O)C2=C(CC(c3cccs3)CC2=O)N1 (stereo not given)	1.0	6	0.1	-5
CC(C)(C)C(=O)Cn1c(NCCCO)nc2ccccc21	-0.1	2	0.0	-1
Cc1ccc(S(=O)(=O)c2ccc3c4c(cccc24)NC=N3)cc1	-1.0	-8	0.0	6
O=C(NCc1ccc(F)cc1)c1nn2c(c1Br)NC(c1cccs1)CC2C(F)(F)F (stereo not given)	1.1	23	0.1	-7
CCCCOc1ccccc1C1NC(=O)NC(C)=C1C(=O)OCCc1ccccc1 (stereo not given)	1.8	3	0.1	6
Cc1nc(C)c(C(=O)Nc2c(C)cccc2C)o1	-1.6	-7	-0.1	-8
CCn1nc(C)c(CN2CCN(C3CCCCC3)C(CCO)C2)c1C (stereo not given)	1.2	-10	0.1	8
Cc1cc(C)n2nc(CNC(=O)Nc3ccccc3Cl)nc2n1	-2.6	-4	0.3	8
CCc1ccc(OCC(=O)Nc2ccc3c(c2)OCO3)cc1	-1.5	-4	0.2	19
O=C(Nc1ccc(Br)cc1)C(=O)NC1CCCCC1	-0.7	4	0.0	6
CC(=O)N1CCc2cc(C(=O)CN3CCN(c4ccccc4)CC3)ccc21	-0.9	8	0.6	14
CC1=CN2C(=N)/C(=C/c3cc(C)n(Cc4ccccc4)c3C)C(=O)N=C2S1	0.4	0	0.1	2
